Screening data: PubChem, Fisher Drug Discovery Resource Center
NPYLR7 ag = agonists of mosquito NPYLR7 receptor, primary screen, cell-based, Aedes aegypti, calcium fluorescence, mosquito biting behavior | 270,000 tested, 0.15% active | HEK293T NPYLR7/Galpha15, GCaMP6s calcium fluorescence | AID 1259423, 2018 | activation, % at 10 µM | Aedes aegypti neuropeptide Y-like receptor 7 (NPYLR7); in the data active means activation above about 40%;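 further: 0% = vehicle and 100% = reference agonist at the receptor; some compounds past the cut are filed as inactive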
hcGAS inh = Primary biochemical luminescence assay for human cyclic GMP-AMP synthase inhibitors; Q8N884; recombinant h-cGAS, ATP depletion, Kinase-Glo luminescence; 290,000 tested, 0.081% active; inhibition, % at 12.5 µM; AID 1259398, 2018;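 further: 0% = vehicle reaction and 100% = reaction without DNA for no activity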
Target sequence (Q8N884 whole entry, looked up): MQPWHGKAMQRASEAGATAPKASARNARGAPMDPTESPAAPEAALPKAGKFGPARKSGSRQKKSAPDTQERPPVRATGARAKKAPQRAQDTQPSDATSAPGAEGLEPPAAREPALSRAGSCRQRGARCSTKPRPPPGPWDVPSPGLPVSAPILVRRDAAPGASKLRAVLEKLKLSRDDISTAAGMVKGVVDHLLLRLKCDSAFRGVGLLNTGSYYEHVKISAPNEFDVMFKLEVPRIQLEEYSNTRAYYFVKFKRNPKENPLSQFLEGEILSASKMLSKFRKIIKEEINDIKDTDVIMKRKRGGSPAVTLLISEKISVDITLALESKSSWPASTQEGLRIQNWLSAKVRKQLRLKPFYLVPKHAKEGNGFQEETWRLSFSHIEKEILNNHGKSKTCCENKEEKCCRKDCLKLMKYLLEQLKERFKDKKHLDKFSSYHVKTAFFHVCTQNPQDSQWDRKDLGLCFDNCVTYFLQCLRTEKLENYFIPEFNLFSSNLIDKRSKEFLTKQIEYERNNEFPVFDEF
mcGAS inh = cyclic GMP-AMP synthase inhibitors, mouse, primary biochemical chemiluminescence; Q8C6L5; recombinant cGAS, Kinase-Glo ATP depletion luminescence; inhibition, % at 12.5 µM; 160,000 tested, 0.15% active;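 further: 0% = negative control wells and 100% = reference inhibitor with no enzyme activity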
Numbers without * were called inactive; nt = not tested or not shown; & = joins results of further samples. Unless noted, no stated cut-off is given here; in the data, active means inhibition above about 40%; inactive means the rest.

Compound | NPYLR7 ag | mcGAS inh | hcGAS inh
O=C(COc1ccc(Br)cc1)N1CCN(S(=O)(=O)c2ccc3ccccc3c2)CC1 | -1 | -5 | -5
O=C(c1cccc(C(F)(F)F)c1)N(Cc1ccco1)Cc1cc2ccccc2o1 | -6 | -4 | -10
Cc1cccc(S(=O)(=O)NC(=O)C2(C)CCN2C(=O)CCC2CCCC2)c1 (stereo not drawn) | 3 | nt | -7
COc1cccc(CN2CCCC(NCc3ccncc3)C2)c1 (stereo not drawn) | 9 | nt | -7
C[C@@]1(O)CCN(Cc2cnc(-c3ccccn3)nc2)C[C@@H]1Cc1ccccc1 | 3 | nt | -6
Cc1ccccc1CN1CCN(c2ncc(C(=O)NCc3ccccc3)s2)C1=O | -6 | nt | -5
CCN1CCN(CCNC(=O)CCc2ccnc(N3CCCC3)c2)CC1 | nt | -6 | -15
COCCn1c(N)cc(=O)[nH]c1=O | 1 | nt | 0
C1=CC2C(=NNc3ccccn3)CC2C1 (stereo not drawn) | -9 | nt | -7
Cc1cc(=O)n2c(-c3ccc(NS(=O)(=O)Cc4ccccc4)cc3)csc2n1 | -7 | -9 | -4
COC(=O)C(C)(C)NS(=O)(=O)N1CCCC(C)C1 (stereo not drawn) | -1 | nt | 6
CN1N=C(C(=O)Nc2ccccc2COc2ccccc2)CCC1=O | -26 | nt | 0
CC(C)(C)CC(C)(C)c1ccc(OCCOCC[N+](C)(C)Cc2ccccc2)cc1 | -3&-8&14 | -5 | 2&1&-8
Cc1ccc(C(=O)CSc2nnc(-c3ccncc3)n2C)c(C)c1 | -14 | nt | 1
CCS(=O)(=O)Oc1ccc(Cl)cc1CN(CCOC)C(=O)C1CCC1 | 8 | -7 | -6
CCOC(=O)C1CCCN(C(=O)c2c(CC)nn(-c3cccc(Cl)c3)c2CC)C1 (stereo not drawn) | 20 | -3 | -5
O=C(c1ccccc1F)N1CCc2c([nH]c3ccccc23)C1c1ccc([N+](=O)[O-])c(Cl)c1 (stereo not drawn) | -7 | -5 | -3
OCCOc1cccc(CN2CCN(Cc3ccccc3F)C(CCO)C2)c1 (stereo not drawn) | -2 | nt | -8
O=[N+]([O-])c1ccc(CSc2ccc(-c3ccncc3)nn2)cc1 | 2 | -8 | -4
O=C(NCCn1nc(-c2cccnc2)ccc1=O)Nc1cccc(C(F)(F)F)c1 | 10 | nt | -10
CCOC(=O)C1CCN(Cn2c(=O)n(C)c3ccncc32)CC1 | 2 | nt | -12
COC(=O)CN(C)Cc1cccc(C(=O)Nc2nccs2)c1 | 6 | nt | -9
O=C(NCCn1ccnc1)Nc1cccc(S(=O)(=O)C(F)F)c1 | -7 | -17 | -9
O=C(NCCc1cccc2cccnc12)C1CC(=O)N(c2ccccc2Cl)C1 (stereo not drawn) | 14 | nt | 1
CCC(C)C(NC(=O)Nc1ccc(F)cc1F)C(=O)Nc1nnc(-c2cccc(Br)c2)s1 (stereo not drawn) | 25 | -6 | -5
O=C1CCCN1CC1CCN(C(=O)c2ccc(NCC3CCOC3)nc2)CC1 (stereo not drawn) | 8 | nt | -6
CCC(C)=NNc1ccc(S(=O)(=O)N(CC)CC)cn1 | 0 | nt | -5
COc1ccc(C=CC(=O)c2ccc(O)cc2)cc1O | 0 | 16 | -2
COc1cc(C(=O)n2nc(C)c(Sc3ccc(C)cc3)c2C)cc(OC)c1OC | 1 | nt | -9
CCC(C(=O)Nc1ccc(N2CCC(Cc3ccccc3)CC2)c(C(=O)N2CCCC2)c1)c1ccccc1 (stereo not drawn) | 18 | -4 | -1
COc1ccc(C)c2sc(N(CCCn3ccnc3)C(=O)Cc3ccc(F)cc3)nc12 | -13 | 5 | 3
Cc1ccoc1C(=O)NC1CC(=O)N(Cc2cccc3ccccc23)C1 (stereo not drawn) | 1 | nt | -8
COc1ccc(C(=O)N2CCCC(CO)(Cc3cccc(Cl)c3)C2)cc1F (stereo not drawn) | 3&11 | nt | -7&-9
CCC(=O)Nc1sc2c(c1-c1nc3ccccc3s1)CCN(C(C)C)C2 | 36 | 97* | 80*
Cc1sc2nc(SCC(=O)NC3CCCCC3)n(Cc3ccco3)c(=O)c2c1C | 2 | nt | -16
CN(C)CCCNC(=S)Nc1ccc(-n2cnnn2)cc1 | 13 | nt | -1
CC(=O)c1sc(N)nc1C | -10&1 | nt | -2&-7
O=C1CSC(c2cccc(Br)c2)N1c1ccc(Cl)cn1 (stereo not drawn) | -4 | nt | -9
O=C(C1CCCN(C2CCN(Cc3cccnc3)CC2)C1)N1CC=CC1 (stereo not drawn) | 2 | nt | -7
CCN(CC)CCCNc1nc(N)c([N+](=O)[O-])c(NCCO)n1 | 7 | nt | -2
Cc1ccc(OCCN(C)C(=O)C2CCC(=O)N(Cc3ccccn3)C2)cc1 (stereo not drawn) | 18 | nt | -6
Cc1cc(C)c(SC(C)C(=O)NC(N)=O)c(C)c1 (stereo not drawn) | 8 | nt | -13
COC(=O)c1cc2n(n1)CCN(S(=O)(=O)N(C)C)C2 | 6 | -15 | 0
COC(=O)CC(NS(=O)(=O)N1CC(C)OC(C)C1)c1ccc(C)cc1 (stereo not drawn) | -1 | nt | 3
O=C(N=Nc1c(O)[nH]c2ccc(F)cc12)c1ccccc1O | 4 | -3 | -6

Profiles, quoted from the list.
Listed for O=C(C1CCCN(C2CCN(Cc3cccnc3)CC2)C1)N1CC=CC1 (stereo not drawn) → NPYLR7 ag = 2; mcGAS inh = nt; hcGAS inh = -7
Listed for CC(=O)c1sc(N)nc1C → NPYLR7 ag = -10&1; mcGAS inh = nt; hcGAS inh = -2&-7

The results go on.
Compound | NPYLR7 ag | mcGAS inh | hcGAS inh
CN(CCO)c1nc2c([nH]1)c(=O)[nH]c(=O)n2C | -6 | 1 | -4
CC(=O)N1CCN(c2ccc(C(=O)NC3CC(C)(C)N(C)C(C)(C)C3)cn2)CC1c1ccccc1 (stereo not drawn) | 6 | 2 | 0
CCN(C(=O)c1nn(-c2ccc(C)cc2)c(=O)cc1OC)c1ccccc1 | 9 | -9 | -11
CCNc1ncc(CN2CCCOc3c(cccc3OC)C2)cn1 | nt | -12 | -13
O=[N+]([O-])c1nn(-c2ccc(Cl)cc2)n(O)c1=NCCCO | 2 | -6 | -5
O=C(c1ccccc1)N1CCOC(CCc2ccccc2)C1 (stereo not drawn) | 4 | nt | -11
CC(C)c1nc(COC(=O)c2cc(S(N)(=O)=O)c(Br)s2)cs1 | 5 | nt | -8
CC(=O)N1CCc2ccccc2C1CC(=O)NCc1ccn[nH]1 (stereo not drawn) | 6 | nt | -1
CC1CCC(C(C)[C@H]2CCC3C4CC(=O)C5C[C@@H](O)CC[C@]5(C)C4CC[C@@]32C)=NC1 (stereo partly drawn) | 4 | -4 | 2
CCn1c(CC2CCNCC2)nn(Cc2cccc(-n3cccn3)c2)c1=O | 11 | nt | 0
C=CCOC(CN1CCN(C(=O)CCCCC(=O)OC)CC1)c1cccc(OC)c1 (stereo not drawn) | 4 | -4 | 1
COc1ccc(-c2nc3scc(CCNS(=O)(=O)c4cccs4)n3n2)cc1OC | -9 | -7 | -3
O=C(NNc1ncccn1)c1c2c(nc3ccccc13)CCCC2 | 7 | -13 | -8
COCCN1CCN(c2c(Cc3ccccc3)c(C)nc3ncnn23)CC1 | nt | -6 | -7
O=C1NC2(CCCCCC2)C(=O)N1Cc1cc(=O)oc2ccc3ccccc3c12 | -3 | nt | -1
CCN1C(=O)CC(CC(=O)N2CCN(c3ccccc3O)CC2)(c2cccc(C(F)(F)F)c2)C1=O (stereo not drawn) | 13 | -9 | -5
COc1ccc(S(=O)(=O)N2CCCCCC2)cc1C(=O)NCc1ccc(C(=O)N2CCCC2)cc1 | -3 | 3 | 10
COc1ccc(CN2CCN(Cn3ncn(-c4ccccc4OC)c3=S)CC2)cc1F | 7 | nt | -4
O=C(Cc1ccccc1O)Nc1cnc(-c2ccccc2)nc1 | 17 | nt | -6
Clc1cc(Cl)c2nc(N3CCN(c4nc5ccccc5s4)CC3)sc2c1 | 5 | -7 | -5
Cc1ccccc1C(NC(=O)C1CCN(Cc2ccc(Cl)cc2)CC1)c1cnccn1 (stereo not drawn) | -2 | -3 | -1
COc1ccc(C(NC(=O)C23CC4CC(CC(C4)C2)C3)c2nccn2C)cc1 (stereo not drawn) | 8 | -6 | -4
O=S(=O)(c1ccc(Cl)cc1)N1CCCN(CC2CCCO2)CC1 (stereo not drawn) | -2 | nt | -9
CCO[C@H]1CN(Cc2snnc2C(C)C)C[C@@H]1O | nt | -5 | -7
COC1CCCN(Cc2nc(-c3cccc(C(F)(F)F)c3)oc2C)C1 (stereo not drawn) | 17 | nt | -10
Cc1nc2ccc(C(=O)Nc3cnc4n3CCCC4)cc2nc1C | -4 | nt | 3
O=C(NCCNC(=O)c1ccccc1Cl)Nc1ccc(F)cc1 | 2 | -16 | -4
CC(C)(O)C#Cc1ccc(C(=O)NCc2cn[nH]c2-c2cccs2)cc1 | -3 | -3 | -1
COc1cccc(CN(CCc2c[nH]c3ccccc23)Cc2nc(C(=O)NCc3ccncc3)co2)c1OC | 21 | -4 | 2
CCN(CCn1cccn1)C(=O)CC1C(=O)NCCN1CC1CCCCC1 (stereo not drawn) | 2 | -4 | 0
O=C(C1CCC1)N(Cc1cccc(Cl)c1)Cc1nc2cc(Cl)ccc2o1 | 5 | -8 | -7
Cc1nc(NC(=O)Cc2c(C)nn(CC(C)C)c2C)sc1-c1nccn1C | 11 | -7 | -13
CCOc1ccc(-n2c(-c3ccc(C)cc3)n[nH]c2=S)cc1 | 2 | -2 | -1
Cc1ccccc1NC(=O)CC(=O)NCC1(N2CCOCC2)CCCCCC1 | -1 | nt | -2
CCN(C)S(=O)(=O)N1C[C@@H]2CN(C(=O)C3CC3)C[C@]2(C(=O)O)C1 | 2 | -12 | -9
C/C=C(\C)C(=O)NC1CCCN(CCc2ccccc2)C1 (stereo not drawn) | 19 | nt | -8
CCc1cc(C(C)NCC(=O)Nc2ccc(Cl)c(OC)c2)on1 (stereo not drawn) | 24 | -7 | -6
COc1cccc(CN(Cc2nc(C(=O)NCc3ccco3)co2)C(C)c2ccccc2)c1 (stereo not drawn) | 14 | -3 | -3
CC(C)(C)C(=O)NCCc1nc2ccccc2n1Cc1ccccc1Cl | -1 | -1 | 14
O=[N+]([O-])c1ncn(Cc2ccc3c(c2)OCO3)n1 | 0 | nt | -2
CCCOC(=O)N1CCC(N2CCCC(C(=O)NCc3ccccn3)C2)CC1 (stereo not drawn) | 14 | nt | -5
CCOc1cc(C=C2C(=O)NC(=S)NC2=O)ccc1OCCOc1ccccc1OC | -5 | -4 | -4
O=C(NCCNC1CCC2(CCNCC2)CC1)c1ccccc1Cl | 21 | nt | -3
C/C(=C\c1cc(Cl)ccc1O)CN(C)Cc1noc(C)n1 | -15 | nt | -1
O=S(=O)(Nc1ccc(N2CCOCC2)cc1)c1ccc(F)c(F)c1 | -2 | nt | 9
COc1ccc(-c2ccc(=O)n(CCNS(=O)(=O)c3ccc(C(F)(F)F)cc3)n2)cc1 | 6 | -8 | -4
Cc1oc(-c2ccccc2Cl)nc1CN(C)C(C)c1ccon1 (stereo not drawn) | -7 | -5 | -4
Cn1ccnc1SCC(=O)Nc1sc2c(c1C(N)=O)CCC2 | 1 | -4 | -7
Oc1c(C=Nc2ccc(I)cc2)sc2ccccc12 | 8 | nt | 0
O=C(CCn1cncn1)N1CCC(Cc2nncn2-c2ccccc2)CC1 | 3 | nt | -4
CCOCCSc1nnc(-c2cn(CC)nc2OCC)n1C | 10 | -8 | -2
CCc1ocnc1C(=O)NC1CCCc2nc(-c3cccnc3)ncc21 (stereo not drawn) | 23 | -13 | -8
O=C1CN(C(=O)OCc2ccccc2)C(c2ccccc2)c2cc(Br)ccc2N1 (stereo not drawn) | -4 | -2 | -2
CC1CCCC(C)N1/N=C\c1ccc(/C=N\N2C(C)CCCC2C)cc1 (stereo not drawn) | 1 | nt | -4

An excerpt from above in order of length of the SMILES, largest number first:
Compound | NPYLR7 ag | mcGAS inh | hcGAS inh
COc1ccc(-c2ccc(=O)n(CCNS(=O)(=O)c3ccc(C(F)(F)F)cc3)n2)cc1 | 6 | -8 | -4
COc1cccc(CN(Cc2nc(C(=O)NCc3ccco3)co2)C(C)c2ccccc2)c1 (stereo not drawn) | 14 | -3 | -3
O=C1CN(C(=O)OCc2ccccc2)C(c2ccccc2)c2cc(Br)ccc2N1 (stereo not drawn) | -4 | -2 | -2
CCOc1cc(C=C2C(=O)NC(=S)NC2=O)ccc1OCCOc1ccccc1OC | -5 | -4 | -4
CCCOC(=O)N1CCC(N2CCCC(C(=O)NCc3ccccn3)C2)CC1 (stereo not drawn) | 14 | nt | -5
O=S(=O)(Nc1ccc(N2CCOCC2)cc1)c1ccc(F)c(F)c1 | -2 | nt | 9
O=C(CCn1cncn1)N1CCC(Cc2nncn2-c2ccccc2)CC1 | 3 | nt | -4
CCc1ocnc1C(=O)NC1CCCc2nc(-c3cccnc3)ncc21 (stereo not drawn) | 23 | -13 | -8
Cc1oc(-c2ccccc2Cl)nc1CN(C)C(C)c1ccon1 (stereo not drawn) | -7 | -5 | -4
O=C(NCCNC1CCC2(CCNCC2)CC1)c1ccccc1Cl | 21 | nt | -3
CCOCCSc1nnc(-c2cn(CC)nc2OCC)n1C | 10 | -8 | -2
Oc1c(C=Nc2ccc(I)cc2)sc2ccccc12 | 8 | nt | 0
